Compound activity: PubChem, several laboratories
Platelet DG rel = inhibitors of platelet dense granule secretion, primary screen, cell-based, MLPCN, human platelets. inhibition, %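 (compounds screened at 7.5 µM in platelet-rich plasma)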. 300,000 compounds, 0.22% hits. human platelet-rich plasma, SFLLRN dense granule ATP release, luminescence;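 active = mean replicate score, as percent of positive control, at or above 50; inconclusive = mean below 50 but at least one replicate at or above 50; inactive = mean and every replicate below 50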
HIF activator = HIF pathway transcriptional activators, primary screen, cell-based, U2OS HRE-luciferase, luminescence; U2OS HRE-luciferase reporter; normalized: DMSO 0%, desferrioxamine 100%; activation, % at 7.5 µM (by protocol); 300,000 compounds, 0.32% hits; AID 1910, 2009;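 active = mean activation of at least 10% of the iron chelator positive control signal, with at least half of replicates also reaching 10%; inconclusive = mean and replicate majority disagree about reaching 10%; inactive = mean and most replicates under 10%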
SKKanGAS inh = S. pyogenes SKKanGAS growth inhibitors in kanamycin, primary screen, streptokinase expression inhibitor project, SKKanGAS strain, BacTiter-Glo luminescence; inhibition, % at 7.5 µM; 300,000 compounds, 1.3% hits; 6 h;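 active = mean replicate score, as percent of positive control median, at least 50; inconclusive = mean below 50 but one replicate at or above 50; inactive = mean and every replicate below 50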;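 note: strain carries kanamycin resistance gene driven by streptokinase promoter and grows in 40 µg/ml kanamycin; loss of luminescence reflects streptokinase promoter inhibition or plain growth inhibition; 0% = median of DMSO wells and 100% = positive control at its reference dose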
RGS4 inh = RGS4 inhibitors, primary screen, cell-based, HEK293 M3R inducible RGS4, calcium flux; Regulator of G-protein signaling 4 (Homo sapiens), P49798; Fluo-4 calcium flux; active compounds read high; triggered by carbachol at its EC20; B-score at 10 µM; 310,000 compounds, 0.45% hits;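 active = B-score, a plate-corrected calcium signal, over three deviations above library mean, with baseline fluorescence within five deviations of library mean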;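 note: RGS4 expression induced by doxycycline in cells with stable M3 receptor; B-score is computed from the integrated fluorescence ratio over baseline after carbachol; higher B-score means a larger calcium signal and so more RGS4 inhibition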
Target sequence (P49798 whole entry, looked up): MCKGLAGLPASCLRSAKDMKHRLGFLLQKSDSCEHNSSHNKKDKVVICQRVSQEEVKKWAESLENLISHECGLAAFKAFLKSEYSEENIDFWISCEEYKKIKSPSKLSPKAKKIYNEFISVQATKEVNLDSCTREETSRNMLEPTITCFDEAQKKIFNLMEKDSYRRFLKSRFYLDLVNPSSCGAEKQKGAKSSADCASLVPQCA
RGS4 pot = RGS4 potentiators or activators, primary screen, cell-based, HEK293 M3R inducible RGS4, calcium flux | carbachol calcium flux Fluo4; active compounds read low | B-score at 10 µM | 310,000 compounds, 0.92% hits | AID 463111, 2010;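 active = B-score of the integrated calcium signal more than 4 SD below the library mean, with starting fluorescence not abnormally high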;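 note: negative B-score means reduced calcium response which marks RGS4 activation or potentiation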
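Also added: carbachol at ECmax as muscarinic agonist stimulus; Assay system: HEK293 cells with stable M3R and inducible RGS4; Timing: overnight RGS4 induction, 30 min dye load 37 °C, 20 min compound RT; Measured by: Fluo4-AM (2 µM) calcium-flux fluorescence, kinetic read.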
MrgX1 agonist = agonists of human MrgX1 receptor, primary screen, HEK293 cells, Fluo-4 calcium flux; Mas-related G-protein coupled receptor member X1 (Homo sapiens), Q96LB2; Fluo-4 calcium fluorescence, agonist mode; active compounds read high; B-score at 10 µM; 310,000 compounds, 0.44% hits; AID 588627, 2011;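 active = calcium response B-score plate-corrected fluorescence ratio at least 3 library SD, with starting fluorescence B-score inside 5 SD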
Target sequence (Q96LB2 whole entry, looked up): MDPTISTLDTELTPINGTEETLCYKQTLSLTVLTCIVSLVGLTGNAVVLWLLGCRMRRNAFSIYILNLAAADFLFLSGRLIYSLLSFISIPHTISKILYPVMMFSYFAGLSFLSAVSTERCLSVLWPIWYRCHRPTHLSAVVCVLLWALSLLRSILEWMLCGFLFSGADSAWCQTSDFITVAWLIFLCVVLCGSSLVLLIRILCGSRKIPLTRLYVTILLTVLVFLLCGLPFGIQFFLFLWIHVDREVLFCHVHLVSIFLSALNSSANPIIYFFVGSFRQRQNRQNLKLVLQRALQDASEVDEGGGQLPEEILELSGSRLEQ
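System – MrgX1-expressing HEK293 cells · Incubation – cells plated overnight, dye loaded 0.5 h 37 °C, 0.5 h room temperature · Technique – kinetic Fluo-4 NW fluorescence of intracellular calcium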
MrgX1 antagonist = antagonists of human MrgX1 receptor, primary screen, HEK293 cells, Fluo-4 calcium flux. BAM8-22 antagonism; active compounds read low. B-score at 10 µM. 310,000 compounds, 1.3% hits. AID 588676, 2011;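 active = calcium-response B-score plate-corrected more than 3 library SD below zero, starting fluorescence within 5 deviations, no agonist response on first addition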;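 note: peak minus trough fluorescence over baseline after final BAM8-22 challenge near maximal dose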
TRPC6 activator = mouse TRPC6 channel activators, primary screen, cell-based, HEK293, membrane potential dye | HEK293-TRPC6 membrane potential dye fluorescence; active compounds read high | B-score at 10 µM | 310,000 compounds, 0.13% hits | AID 2550, 2010 | Short transient receptor potential channel 6 (Mus musculus), Q61143;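 active = B-score of the integrated fluorescence ratio above library mean plus 3 SD, and starting fluorescence ratio within library mean plus 5 SD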;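 note: higher score means more depolarization so channel activation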
TRPC4 block = inhibitors of mouse TRPC4 channel, primary screen, Fluo4 calcium, HEK293 TRPC4beta/mu-opioid cells. B-score at 10 µM. AID 2247, 2010. 300,000 compounds, 0.39% hits. DAMGO-evoked Fluo4 calcium flux; active compounds read low. Short transient receptor potential channel 4 (Mus musculus), Q9QUQ5;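 active = B-score over 3 SD under the library average, no early fluorescence shift, positive overall ratio signal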
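Signal: kinetic Fluo4 fluorescence imaging of calcium influx. Material: stable TRPC4beta/mu-opioid receptor HEK293 cells. Probe or stimulus: DAMGO in two steps, submaximal then maximal.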
MrgX1 PAM = positive allosteric modulators of MrgX1, primary screen, HEK293 cells, Fluo-4 calcium flux; FDSS; active compounds read high; B-score at 10 µM; 310,000 compounds, 0.63% hits; AID 588675, 2011;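 active = plate-corrected calcium response at least 3 library SD above typical, normal starting fluorescence, not activating the receptor alone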;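 note: compound read alongside a low EC10 to EC30 dose of BAM8-22 agonist; peak minus trough fluorescence over baseline measured at the second addition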
TRPC6 inhibitor = mouse TRPC6 channel inhibitors, primary screen, cell-based, HEK293, membrane potential dye. B-score at 10 µM. Short transient receptor potential channel 6 (Mus musculus), Q61143. ACh-evoked depolarization; active compounds read low. 310,000 compounds, 1.1% hits;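 active = B-score under library mean minus 3 SD, initial fluorescence not abnormally high, positive integrated signal ratio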;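 note: B-score derived from integrated fluorescence ratio over the kinetic read; more negative B-score means stronger inhibition of depolarization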
Numbers without * were called inactive; i = inactive; ? = inconclusive; / = not tested or not shown.

mol	RGS4 pot	SKKanGAS inh	TRPC6 activator	TRPC4 block	Platelet DG rel	TRPC6 inhibitor	RGS4 inh	MrgX1 PAM	MrgX1 agonist	MrgX1 antagonist	HIF activator
CC(C)(C)c1cc(CCC(=O)NNC(=O)c2ccco2)cc(C(C)(C)C)c1O	i	23	i	i	-3	i	i	i	i	i	0.1
CC(=O)c1ccccc1C(=O)N(C)C1CCCN(Cc2ccccc2F)C1 (stereo not drawn)	i	3	i	i	-3	i	i	i	i	-4.8*	-22
COc1ccccc1C(=O)NC(=O)Nc1nc(-c2ccccc2)cc(C(F)(F)F)n1	i	8	i	i	-3	i	i	i	i	i	-0.4
Cc1cc(C)n2nc(SCC(=O)Nc3c(C)nn(-c4ccccc4)c3C)nc2n1	i	2	i	i	-1	i	i	i	i	i	0.9
CC(=O)/C=C(\C)Nc1c(C)n(C)n(-c2ccccc2)c1=O	i	4	i	i	-4	i	i	i	i	i	1.4
COc1ccccc1CNC(=O)COc1cccc(-n2cnnn2)c1	i	-3	i	i	-1	i	i	i	i	i	0.9
O=C(CSc1nc2ccccc2c(=O)n1CC1CCCO1)NCc1ccc2c(c1)OCO2 (stereo not drawn)	i	-6	i	i	-31	i	i	i	i	i	-39
CCN1C(=O)N[C@@H](c2ccco2)C(C(=O)OC)=C1C	i	4	i	i	-3	i	i	i	i	i	-1.4
C=Cn1cc[n+](CC(=O)c2ccc(Cl)c(Cl)c2)c1	i	-4	i	i	1	i	i	i	i	i	-0.8
COc1ccc(NC(=O)COC(=O)C2CC(=O)N(c3ccc(OC(C)C)cc3)C2)cc1 (stereo not drawn)	i	-14	i	i	-11	i	i	i	i	i	-0.1
COC(=O)C(C(=O)Nc1ncccn1)C1CCCCCC1 (stereo not drawn)	i	3	i	i	-3	i	i	i	i	i	-0.1
CC(C)/C=C/C(=O)N1CCC(N2CCC(C(=O)NCc3ccccn3)CC2)CC1	i	-6	i	i	-6	i	i	i	i	i	0.0
CC(C)c1ccc(NC(=O)NC2CCN(CC(=O)Nc3cccc4ccccc34)CC2)cc1	i	21	i	i	-43	i	i	i	i	i	-0.1
Brc1ccc2nc3c(n2c1)CCCC3	i	-3	i	i	3	i	i	i	i	i	0.9
COc1ccc(CCNC(=O)COC(=O)c2cnc(C)cn2)cc1	i	1	i	i	3	i	i	i	i	i	0.1
COC(=O)c1ccc(NC(=O)CN2CCN(c3ccc(Cl)cc3)CC2)cc1	i	6	i	i	-1	i	i	i	i	i	-0.3
O=C(NC1CC1)C1=C[C@@H](c2ccc3c(c2)OCO3)C[C@@H](OCc2ccc(CO)cc2)O1	i	-1	i	i	-2	i	i	i	i	i	-0.3
CCc1ccccc1N1C[C@@]23C=C[C@@H](O2)C(C(=O)OCC(C)C)[C@H]3C1=O (stereo partly drawn)	i	-11	i	i	7	i	i	i	i	i	-0.1
CCN1CCN(S(=O)(=O)c2ccc(Oc3ccccc3OC)cc2)CC1	i	/	i	i	4	i	i	i	i	i	0.1
COc1ccc(C(CC(=O)O)NC(=O)COc2ccccc2)cc1 (stereo not drawn)	i	-1	i	i	2	i	i	i	i	i	0.0
Cc1cc(=O)oc(C)c1C(=O)Nc1cccc2ccccc12	i	-1	i	i	0	i	i	i	i	i	0.0
O=C(CSc1ncnc2[nH]ncc12)Nc1cccc(Oc2ccccc2)c1	i	-2	i	i	-4	i	i	i	i	i	0.6
CCN(C(=O)COC(=O)CCCN1C(=O)c2cccc3cccc(c23)C1=O)C1CCS(=O)(=O)C1 (stereo not drawn)	i	-7	i	i	-3	i	i	i	i	i	-0.2
COc1ccc(CN2CCn3nc(C(=O)NC(C)C)cc3C2=O)cc1	i	-2	i	i	0	i	i	i	i	i	0.0
COC(=O)c1[nH]c2cc(C)ccc2c1NC(=O)CN1CCc2cc(OC)c(OC)cc2C1	i	3	i	i	3	i	i	i	i	i	0.0
Cc1cccc(C)c1N1C(=O)c2cccc([N+](=O)[O-])c2C1=O	i	1	i	i	-3	i	i	i	i	i	-0.5
Cc1ccc2[nH]c(=O)c(CN(Cc3ccco3)C(=O)N3CCOCC3)cc2c1	i	-4	i	i	12	i	i	i	i	i	0.2
S=c1[nH]ncn1NCc1ccc(Cl)cc1Cl	i	-9	i	i	0	i	i	i	i	i	0.1
CN(C)Cc1c(C(=O)N/N=C/c2cccc(OCc3ccccc3)c2)nnn1-c1nonc1N	i	9	i	i	9	i	i	i	i	i	0.0
COCCCNS(=O)(=O)c1ccc(OC)c(Cl)c1Cl	i	2	i	i	-1	i	i	i	i	i	0.3
O=C1c2ccccc2C(=O)N1CCCCN(C(=O)c1cc([N+](=O)[O-])cc([N+](=O)[O-])c1)c1ccc(Cl)cc1	i	7	i	i	15	i	i	i	i	i	0.3
CCNc1sc(S(C)(=O)=O)nc1S(=O)(=O)c1ccc(Cl)cc1	i	3	i	i	-5	i	i	i	i	i	0.0
COc1ccc(CN2CCOCC2)cc1Br	i	-1	i	i	14	i	i	i	i	i	-0.1
CNC(=O)Nc1ccc(Cn2cc(C(F)(F)F)ccc2=O)cc1	i	3	i	i	-3	i	i	i	i	i	0.6
O=C(CSc1n[nH]c(=O)[nH]c1=O)N/N=C/C=C/c1ccccc1	i	-5	i	i	-4	i	i	i	i	i	-0.5
CC(=O)Nc1ccc([C@H]2[C@H](C)CC[C@H]3C(=O)N4[C@@H](CC[C@@H](C)[C@@H]4c4ccc(NC(C)=O)cc4)C(=O)N32)cc1	i	11	i	i	-3	i	i	i	i	i	-0.5
CCOC(=O)c1[nH]c(C)c(C(=O)NC(C)(C)C)c1C	i	-5	i	i	4	i	i	i	i	i	-0.2
Cc1ccc2c(c1)N(CC(=O)NC1CCCC1)C(=O)C(C)O2 (stereo not drawn)	i	-2	i	i	-9	i	i	i	i	i	0.7
CCOC(=O)CCSc1nc(C)c2cc(OC)ccc2n1	i	-7	i	i	-2	i	i	i	i	i	2.3
Cc1ccc(N(CC(=O)NC(C)(C)C)C(=O)CS(=O)CC(=O)Nc2ccc(F)cc2)cc1 (stereo not drawn)	i	9	i	i	5	i	i	i	i	i	-0.6

As a working copy, two of the compounds above.
mol	RGS4 pot	SKKanGAS inh	TRPC6 activator	TRPC4 block	Platelet DG rel	TRPC6 inhibitor	RGS4 inh	MrgX1 PAM	MrgX1 agonist	MrgX1 antagonist	HIF activator
COc1ccc(CN2CCOCC2)cc1Br	i	-1	i	i	14	i	i	i	i	i	-0.1
CNC(=O)Nc1ccc(Cn2cc(C(F)(F)F)ccc2=O)cc1	i	3	i	i	-3	i	i	i	i	i	0.6

New compounds follow:
mol	RGS4 pot	SKKanGAS inh	TRPC6 activator	TRPC4 block	Platelet DG rel	TRPC6 inhibitor	RGS4 inh	MrgX1 PAM	MrgX1 agonist	MrgX1 antagonist	HIF activator
CCN(CC)S(=O)(=O)c1ccc(NC(=O)CSc2nnc(-c3ccc(F)cc3)o2)cc1	i	-5	i	i	7	i	i	i	i	i	-0.1
COc1cc(/C=N/NC(=O)CN(Cc2ccccc2)S(=O)(=O)c2ccc3c(c2)OCCO3)ccc1O	i	16	i	i	-3	i	i	i	i	i	-1.3
O=C(Cn1c(=O)oc2cccnc21)Nc1ccc(C(F)(F)F)cc1	i	2	i	i	-1	i	i	i	i	i	0.8
CC(=O)c1ccc(OC(C)C)c(CN2CCCCC2)c1	i	19	i	i	2	i	i	i	i	i	-0.1
CC(NC(=O)c1cnccn1)c1ccc(S(N)(=O)=O)cc1 (stereo not drawn)	i	3	i	i	1	i	i	i	i	i	0.1
COCCCn1c(SCC(=O)N2CCc3ccccc32)nnc1-c1ccoc1C	i	6	i	i	1	i	i	i	i	i	0.6
CCOc1cc(C(=S)N2CCOCC2)ccc1OS(=O)(=O)c1ccccc1[N+](=O)[O-]	i	-12	i	i	6	i	i	i	i	i	0.1
COc1c2ccc(C(=O)NCc3cc(C(F)(F)F)cc(C(F)(F)F)c3)cc2nn1C	i	-4	i	i	6	i	i	i	i	i	0.3
Fc1ccc(CNc2cnccn2)cc1	i	-4	i	/	3	i	i	i	i	i	0.0
CCCc1n[nH]c2c1C(=O)CC(C)(C)C2	i	1	i	i	-4	i	i	i	i	i	-0.3
COc1ncccc1C(=O)N1CCCC(C(=O)c2cc(F)ccc2F)C1 (stereo not drawn)	i	2	i	i	-1	i	i	i	i	i	0.1
O=C(c1cnc2n(c1=O)CCS2)N1CCN(c2ccccc2F)CC1	i	3	i	i	0	i	i	i	i	i	-0.1
CCOC(=O)c1cnc2c(Cl)cccc2c1NCCN(C)C	i	2	i	i	-25	-9.2*	i	i	i	i	-0.5
CCCS(=O)(=O)N1CCN(C(=O)c2ccco2)CC1	i	-5	i	i	0	i	i	i	i	i	-1.1
CCN(CC1COc2ccccc2O1)C(=O)CN1C(=O)NC(C)(c2ccc(C)cc2)C1=O (stereo not drawn)	i	-5	i	i	-4	i	i	i	i	i	0.3
O=C(CSc1nc2ccccc2c(=O)n1NC(=O)c1ccccc1)c1ccc(Cl)cc1	i	?	i	i	-3	i	i	i	i	i	1.3
CCS(=O)(=O)NCCc1ccc(OC)c(OC)c1	i	-2	i	i	8	i	i	i	i	i	-0.5
Cc1ccc(-c2ccc(=O)n(CC(=O)NCCN(CC(C)C)CC(C)C)n2)cc1	i	-1	i	i	3	i	i	i	i	i	0.1
CCOC(=O)C1=C(O)C(=O)N(Cc2ccccc2)C1	i	-13	i	i	17	i	i	i	i	i	0.8
